Screening data from PubChem BioAssay.
NTMT1 inh = blocks human N-terminal methyltransferase 1 activity | NTMT1 MTase-Glo SAH luminescence, purified enzyme | 59,000 tested, 2.5% active | Potency, µM (series often up to 114 µM), inactives show at the highest dose activity change, negative = inhibition, usual class: inhibitors | Q9BV86;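 further: plate controls were DMSO vehicle for no effect and no enzyme for full effect; nearly all actives have a fitted effect of over 65% in size; many of its hits are not listed in these tables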
Target sequence (Q9BV86 whole entry, looked up): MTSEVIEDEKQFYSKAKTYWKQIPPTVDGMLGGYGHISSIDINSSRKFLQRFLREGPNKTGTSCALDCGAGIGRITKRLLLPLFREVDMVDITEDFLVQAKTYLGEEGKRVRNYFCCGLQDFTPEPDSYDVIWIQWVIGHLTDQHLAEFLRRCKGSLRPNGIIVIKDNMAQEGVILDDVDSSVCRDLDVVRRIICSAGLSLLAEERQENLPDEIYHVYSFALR
FH mod = Identification of activators of human fumarate hydratase by quantitative high-throughput screening | FH coupled MDH/diaphorase resazurin fluorescence, 15 min | Potency, µM (series often up to 79.9 µM), inactives show top-dose activity change, negative = inhibition, hits mostly inhibitors | 54,000 tested, 0.22% active | AID 1347055, 2019; further: the screen sought activators but most active calls are inhibition curves; nearly all actives have a fitted effect of over 45% in size
Target sequence (P07954 whole entry, looked up): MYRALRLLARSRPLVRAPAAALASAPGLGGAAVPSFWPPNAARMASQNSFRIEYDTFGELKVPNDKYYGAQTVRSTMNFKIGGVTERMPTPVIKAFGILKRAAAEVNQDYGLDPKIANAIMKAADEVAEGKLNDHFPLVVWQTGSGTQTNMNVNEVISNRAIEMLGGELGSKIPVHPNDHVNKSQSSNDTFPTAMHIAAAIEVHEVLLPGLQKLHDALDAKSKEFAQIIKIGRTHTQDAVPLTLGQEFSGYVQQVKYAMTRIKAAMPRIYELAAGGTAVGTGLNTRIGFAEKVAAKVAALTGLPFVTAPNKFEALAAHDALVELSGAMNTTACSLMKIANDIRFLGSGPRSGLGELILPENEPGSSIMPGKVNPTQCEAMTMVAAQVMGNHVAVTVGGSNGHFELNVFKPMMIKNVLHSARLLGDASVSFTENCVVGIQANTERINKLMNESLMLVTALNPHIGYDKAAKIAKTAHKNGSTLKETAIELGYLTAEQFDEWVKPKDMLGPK
Active calls of the source: *; ? = inconclusive; & = joins results of further samples; ! = not active in a repeat; [ ] = remark or other dose. The call rests on the fitted dose curve; in most records, active means well fitted curve in the direction sought with a large enough effect; inconclusive means small, poorly fitted or top-dose-only effect, or another doubt; inactive means no such curve, though single readings can be large; an effect the other way counts as inactive or inconclusive. Unless noted, on the % scale 0 is the no-effect control and ±100 the full control effect; potency means the concentration at half of the fitted maximal effect. Some of the compounds tested. The share of hits here may be higher or lower than overall.

item | canonical_smiles | NTMT1 inh | FH mod
1 | O=C(NCC(=O)N1CC[C@H](NC2CCC(O)(c3ccc(-c4ncccn4)cn3)CC2)C1)c1cccc(C(F)(F)F)c1 (stereo not given in full) | -3% | 21%
2 | CC(C)[C@@H]1C(=O)N(S(C)(=O)=O)[C@@H]2CCN(C(=O)/C=C/CN3CCCCC3)[C@H]21 | 5%[57.5 µM] | 3%
3 | NC(=O)c1ccc(-c2nc(-c3ccc4c(c3)OCO4)c(-c3ccccn3)[nH]2)cc1 | -9% | 11%
4 | CN1CCN(CCCN2c3ccccc3Sc3ccc(S(=O)(=O)N(C)C)cc32)CC1 | ? | 0%[53.3 µM]
5 | O=C(NCCN1CCOCC1)c1ccc(Cl)cc1 | 14%[57.5 µM] | -11%&-1%[53.3 µM]
6 | O=C(CN1C(=O)C2(CCCC2)NC[C@H]1c1cc(F)cc(F)c1)Nc1ccc2c(c1)C[C@@]1(C2)C(=O)Nc2ncccc21 | -21% | -3%[53.3 µM]
7 | O=c1cc(N2CCOCC2)nc2c3ccccc3ccn12 | ? | 1%
8 | CCN1CC(CCN2CCOCC2)C(c2ccccc2)(c2ccccc2)C1=O (stereo not given) | 3%[57.5 µM] | 3%[53.3 µM]
9 | Cc1oncc1C(=O)Nc1ccc(C(F)(F)F)cc1 | -18% | -9%
10 | CNC(=O)c1ccc(C)c(-n2c(C)cc(OCc3ccc(F)cc3F)c(Br)c2=O)c1 | 1%&-21%[57.5 µM] | 5%
11 | N#C/C(=C1\SCC(c2ccccc2Cl)S1)n1ccnc1 (stereo not given) | -24%[57.5 µM] | 1%[53.3 µM]
12 | Cc1cccc(C)c1NC(=O)c1cc(S(N)(=O)=O)c(Cl)cc1O | 19%[57.5 µM] | 7%[53.3 µM]
13 | CN1CCN(C(=O)C2CCCCC2)CC1 | 37%[activator][57.5 µM] | 1%[53.3 µM]
14 | CN1CC[C@@H](c2c(O)cc(O)c3c(=O)cc(-c4ccc(C(F)(F)F)cc4Cl)oc23)[C@@H]1CO | 0%[57.5 µM] | 26%
15 | O=C(NC1CCNCC1)c1[nH]ncc1NC(=O)c1c(Cl)cccc1Cl | 20% | 28%

New compounds follow:
item | canonical_smiles | NTMT1 inh | FH mod
16 | CC(=O)c1cnc2ccc(-c3cc(Cl)c(O)c(Cl)c3)nc2c1NC1CCC(CN(C)C)CC1 (stereo not given) | ? | ?
17 | Clc1ccc2c(c1)C1=NCCN1c1c(-c3noc(C4CC4)n3)ncn1-2 | -6%[57.5 µM] | 2%
18 | Cc1[nH]c(/C=C2\C(=O)Nc3ccccc32)c(C)c1CCC(=O)O | ? | 0%
19 | COc1cc2nccc(Oc3ccc(NC(=O)Nc4cc(C)on4)c(Cl)c3)c2cc1OC | ? | -15%
20 | Cc1cc(-c2ncc(CC(=O)Nc3ccc(-c4cnccn4)cn3)cc2C)ccn1 | 5%&31%[57.5 µM] | -10%
21 | COC(c1ccccc1)(c1ccccc1)[C@H](Oc1nc(C)cc(C)n1)C(=O)O | ? | -1%&-15%[53.3 µM]
22 | CN1CCC(=C2c3ccccc3CC(=O)c3sccc32)CC1 | -3% | 21%&24%&8%[53.3 µM]
23 | CCC[C@H](N[C@H]1CCc2cc(F)cc(F)c2C1)C(=O)Nc1cn(C(C)(C)CNCC(C)(C)C)cn1 | 6% | 0%
24 | CCC(C)c1ccc(NC(=O)Cn2cnc3c2c(=O)n(C)c(=O)n3C)cc1 (stereo not given) | ? | -2%
25 | CCCCOc1ccc(-c2cncc(C(=O)NCc3cccnc3N3CCOCC3)c2)cc1Cl | 2%[57.5 µM] | ?
26 | Cc1nc(C#Cc2ccnc(Cl)c2)c(C)n1-c1ccc(F)cc1 | ? | -4%
27 | COC(=O)c1ccccc1C(=O)c1ccc(OCCN2CCCCC2)cc1 | -8%[57.5 µM] | 4%[53.3 µM]
28 | CCCc1cc(C)[nH]c(=O)c1CNC(=O)c1cc(-c2ccc(N3CCN(C(C)C)CC3)nc2)cc2c1cnn2C(C)C | ? | -3%
29 | C=CC(=O)Nc1cc2c(Nc3ccc(F)c(Cl)c3)ncnc2cc1OCCCN1CCOCC1 | 11µM*! | -26%
30 | CC(C)(F)CC(NC(c1ccc(-c2ccc(S(C)(=O)=O)cc2)cc1)C(F)(F)F)C(=O)NC1(C#N)CC1 (stereo not given) | 6%[57.5 µM] | -8%

Arranged by molecular weight (low to high): part of the list above
item | canonical_smiles | NTMT1 inh | FH mod
13 | CN1CCN(C(=O)C2CCCCC2)CC1 | 37%[activator][57.5 µM] | 1%[53.3 µM]
22 | CN1CCC(=C2c3ccccc3CC(=O)c3sccc32)CC1 | -3% | 21%&24%&8%[53.3 µM]
18 | Cc1[nH]c(/C=C2\C(=O)Nc3ccccc32)c(C)c1CCC(=O)O | ? | 0%
11 | N#C/C(=C1\SCC(c2ccccc2Cl)S1)n1ccnc1 (stereo not given) | -24%[57.5 µM] | 1%[53.3 µM]
26 | Cc1nc(C#Cc2ccnc(Cl)c2)c(C)n1-c1ccc(F)cc1 | ? | -4%
17 | Clc1ccc2c(c1)C1=NCCN1c1c(-c3noc(C4CC4)n3)ncn1-2 | -6%[57.5 µM] | 2%
12 | Cc1cccc(C)c1NC(=O)c1cc(S(N)(=O)=O)c(Cl)cc1O | 19%[57.5 µM] | 7%[53.3 µM]
27 | COC(=O)c1ccccc1C(=O)c1ccc(OCCN2CCCCC2)cc1 | -8%[57.5 µM] | 4%[53.3 µM]
24 | CCC(C)c1ccc(NC(=O)Cn2cnc3c2c(=O)n(C)c(=O)n3C)cc1 (stereo not given) | ? | -2%
21 | COC(c1ccccc1)(c1ccccc1)[C@H](Oc1nc(C)cc(C)n1)C(=O)O | ? | -1%&-15%[53.3 µM]
15 | O=C(NC1CCNCC1)c1[nH]ncc1NC(=O)c1c(Cl)cccc1Cl | 20% | 28%
20 | Cc1cc(-c2ncc(CC(=O)Nc3ccc(-c4cnccn4)cn3)cc2C)ccn1 | 5%&31%[57.5 µM] | -10%
19 | COc1cc2nccc(Oc3ccc(NC(=O)Nc4cc(C)on4)c(Cl)c3)c2cc1OC | ? | -15%
10 | CNC(=O)c1ccc(C)c(-n2c(C)cc(OCc3ccc(F)cc3F)c(Br)c2=O)c1 | 1%&-21%[57.5 µM] | 5%
25 | CCCCOc1ccc(-c2cncc(C(=O)NCc3cccnc3N3CCOCC3)c2)cc1Cl | 2%[57.5 µM] | ?
29 | C=CC(=O)Nc1cc2c(Nc3ccc(F)c(Cl)c3)ncnc2cc1OCCCN1CCOCC1 | 11µM*! | -26%
16 | CC(=O)c1cnc2ccc(-c3cc(Cl)c(O)c(Cl)c3)nc2c1NC1CCC(CN(C)C)CC1 (stereo not given) | ? | ?
23 | CCC[C@H](N[C@H]1CCc2cc(F)cc(F)c2C1)C(=O)Nc1cn(C(C)(C)CNCC(C)(C)C)cn1 | 6% | 0%
30 | CC(C)(F)CC(NC(c1ccc(-c2ccc(S(C)(=O)=O)cc2)cc1)C(F)(F)F)C(=O)NC1(C#N)CC1 (stereo not given) | 6%[57.5 µM] | -8%

Carrying on:
item | canonical_smiles | NTMT1 inh | FH mod
31 | Cc1c(C(C)C)c(=O)n(-c2ccccc2)n1C | -9%[57.5 µM] | 4%[53.3 µM]
32 | C[C@@H]1C[C@H]2[C@@H]3C[C@H](F)C4=CC(=O)C(Cl)=C[C@]4(C)[C@@]3(F)[C@@H](O)C[C@]2(C)[C@@]1(O)C(=O)CO | ? | -1%[53.3 µM]
33 | O=C(O)c1c(O)c(-c2ccccc2)nc2ccccc12 | -11%[57.5 µM] | -10%[53.3 µM]
34 | OCCn1cc(-c2ccc3c(c2)CC/C3=N\O)c(-c2ccncc2)n1 | -10% | 5%
35 | O=c1[nH]c(-c2ccc(C(F)(F)F)cc2)nc2c1CSCC2 | -9% | -1%
36 | Cc1nc2c([nH]1)c(=O)n(C)c(=O)n2Cc1ccco1 | 8%[57.5 µM] | -23%&-2%[53.3 µM]
37 | CCCNCCOc1ccc(NC(=O)c2c[nH]c3c2C(=O)CCC3)cc1F | 3%[57.5 µM] | 0%
38 | CCCCOC(=O)c1ccc(N)cc1 | -24%[57.5 µM] | -11%[53.3 µM]
39 | COc1cc(C(=O)O)ccc1NC(=O)C1NC(CC(C)(C)C)C(C#N)(c2ccc(Cl)cc2F)C1c1cccc(Cl)c1F (stereo not given) | ? | 32µM*
40 | Cc1nc(C)c(-c2ccc(C3CCC(CC(=O)O)CC3)cc2)nc1C(N)=O (stereo not given) | -1%[57.5 µM] | 0%
41 | Cc1ccc(Nc2c(F)cccc2Cl)c(CC(=O)O)c1 | ? | -4%
42 | CCn1c(=O)c2c(nc(C=Cc3ccc(OC)c(OC)c3)n2C)n(CC)c1=O | ? | -5%[53.3 µM]
43 | CN1CCN(c2nc(-c3ccc(C(=O)NC4(C(=O)NCC#N)CCCCC4)cc3)cs2)CC1 | -1%[57.5 µM] | 7%
44 | CCOC(=O)c1cnc2ccc(-c3cncc(NS(=O)(=O)c4ccccc4)c3)cn12 | 28µM* | 23%
45 | O=C(N[C@H]1CCN(C(=O)c2cc(C(F)(F)F)cc(C(F)(F)F)c2)[C@H](Cc2ccc(Cl)cc2)C1)c1ccnc2ccccc12 | -2%[29.8 µM] | ?

(further entries)
item | canonical_smiles | NTMT1 inh | FH mod
46 | CC1CCC2(C(=O)OC3OC(CO)C(O)C(O)C3O)CCC3(C(=O)O)C(=CCC4C5(C)CCC(OC6OC(C)C(O)C(O)C6O)C(C)(C)C5CCC43C)C2C1C (stereo not given) | -6%[12.6 µM] | -2%[20.6 µM]
47 | CN(C)CCC[C@@]1(c2ccc(F)cc2)OCc2cc(C#N)ccc21 | 25µM* | -2%[53.3 µM]
48 | COc1ccc(C(=O)n2c(C)c(Cc3cccc(O[C@@H](C)C(=O)O)c3)c3cc(OC(F)(F)F)ccc32)cc1 | ? | -12%
49 | O=S(=O)(NCc1cccc2ccccc12)c1cc(Cl)c(Oc2cccc(N3CCNCC3)c2)s1 | -2%[57.5 µM] | 0%
50 | CC(=O)N(CC(O)CO)c1c(I)c(C(=O)NCC(O)CO)c(I)c(C(=O)NCC(O)CO)c1I (stereo not given) | 16%[57.5 µM] | 0%[53.3 µM]
